D2 PAM: positively modulates the human D2 dopamine receptor allosterically | HEK293 T-REx D2, calcium flux, EC20 dopamine potentiation | potentiation, % at 10 µM | 0.34% of 340,000 active;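 active = potentiation over 3 SD above the plate norm, cut at about 30% in these data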; note: 0% is about no effect
Target sequence (P14416 whole entry, looked up): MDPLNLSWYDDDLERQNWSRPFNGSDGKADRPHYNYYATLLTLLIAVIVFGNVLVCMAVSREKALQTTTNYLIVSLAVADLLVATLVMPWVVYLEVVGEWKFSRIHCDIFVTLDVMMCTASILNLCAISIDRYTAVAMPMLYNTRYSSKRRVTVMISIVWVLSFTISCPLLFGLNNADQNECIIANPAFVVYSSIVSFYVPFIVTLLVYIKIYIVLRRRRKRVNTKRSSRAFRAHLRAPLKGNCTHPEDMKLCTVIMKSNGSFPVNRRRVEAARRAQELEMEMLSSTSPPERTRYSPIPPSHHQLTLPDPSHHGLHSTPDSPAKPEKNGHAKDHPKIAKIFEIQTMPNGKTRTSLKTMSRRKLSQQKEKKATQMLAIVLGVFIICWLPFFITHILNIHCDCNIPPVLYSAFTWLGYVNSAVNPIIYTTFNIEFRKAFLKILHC
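Tetracycline-induced HEK293 T-REx cells force-coupled to calcium signalling expressed D2; compounds were pin-added after a 10 s baseline, read kinetically 180 s, then an EC20 dopamine challenge followed with a further 180 s calcium read.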
D1 PAM: enhances dopamine response at the human D1 receptor; P21728; AID 504651; potentiation, % at 10 µM; 0.036% of 360,000 active; HEK293 TREx D1 cells, calcium flux, dopamine EC20 potentiation; in the data active = potentiation above about 30%; note: 0% is about no effect
Target sequence (P21728 whole entry, looked up): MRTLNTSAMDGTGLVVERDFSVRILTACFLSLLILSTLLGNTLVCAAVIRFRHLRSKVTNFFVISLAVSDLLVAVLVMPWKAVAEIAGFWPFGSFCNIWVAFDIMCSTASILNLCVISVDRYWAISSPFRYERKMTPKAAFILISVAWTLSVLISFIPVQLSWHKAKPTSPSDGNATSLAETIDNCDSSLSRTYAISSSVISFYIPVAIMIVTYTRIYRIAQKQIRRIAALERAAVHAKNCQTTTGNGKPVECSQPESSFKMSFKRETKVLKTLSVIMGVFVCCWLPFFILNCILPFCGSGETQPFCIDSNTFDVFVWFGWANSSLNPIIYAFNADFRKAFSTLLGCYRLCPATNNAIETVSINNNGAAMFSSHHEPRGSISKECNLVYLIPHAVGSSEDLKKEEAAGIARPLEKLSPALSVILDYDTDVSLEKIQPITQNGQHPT
TRHR enhancer: TRH receptor (human) allosteric enhancement; P34981; TRHR cells, fluo-8 calcium fluorescence, EC20 TRH enhancement; enhancement, % at 2 µM; 0.66% of 360,000 active; AID 493056; in the data active = enhancement above about 30%; note: 0% is about no effect
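Enhancer read-out: after compound pinning and an initial kinetic agonist-mode read, an EC20 of TRH (10 nM final) was injected and fluo-8 calcium signal (Ex 480/Em 530) followed at 1 s/cycle for 100 cycles in TRHR-expressing cells.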
D1 antag: blocks dopamine activation of the human D1 receptor; P21728; 3.2% of 360,000 active; HEK293 TREx D1 cells, calcium flux, dopamine EC80; active compounds read low; activity change, negative = inhibition, % at 10 µM; AID 504652; in the data active = activity change below about -30%; note: % is set by controls: 0 for no effect and ±100 for the full control effect
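Tetracycline-induced HEK293 T-REx cells with force-coupled D1 receptor were loaded with a no-wash calcium dye. Compound was added after a 10 s baseline and read kinetically for 180 s; EC80 dopamine was then added and calcium flux followed another 180 s.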
D2 agonist: D2 dopamine receptor (human) agonism; P14416; HEK293 T-REx D2 cells, calcium flux agonist mode; 0.53% of 340,000 active; activation, % at 2 µM;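 active = activation over 3 SD above normal in the single-dose calcium agonist read, cut at about 30% in these data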; note: 0% is about no effect
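Tetracycline-induced HEK293 T-REx cells with force-coupled D2 receptor, plated overnight at 30 C, loaded with no-wash calcium dye. After a 10 s baseline, compound was pin-added and calcium flux read kinetically for 180 s; calcium rises flagged agonists.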
D1 agonist: activates the human D1 dopamine receptor; P21728; HEK293 T-REx D1 cells, calcium flux, agonist mode; activation, % at 2 µM; 1% of 360,000 active; note: 0% is about no effect
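Inducible HEK293 T-REx D1 cells, force-coupled to calcium signalling, were plated at 4000 cells/well with tetracycline and held overnight at 30 C. After no-wash calcium dye loading, compound-evoked calcium rise over 180 s flagged agonists.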
TRHR agonist: activates the human TRH receptor; TRHR cells, calcium flux fluo-8, FDSS agonist mode; activation, % at 2 µM; 0.18% of 360,000 active; AID 493084; note: 0% is about no effect
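Steps: seed TRHR cells overnight; add fluo-8 no-wash Ca dye, RT 30 min–1.5 h; record 10 s baseline; pin-transfer compounds; monitor fluorescence 1 cycle/s for the agonist window. Calcium increases flag candidate agonists.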
D2 antagonist: D2 dopamine receptor (human) antagonism; AID 485344; 2% of 340,000 active; HEK293 TREx D2 cells, calcium flux, dopamine EC80; inhibition, % at 10 µM; in the data active = inhibition above about 30%; note: 0% is about no effect
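Tetracycline-induced HEK293 T-REx cells expressing D2 force-coupled to calcium signalling were dye-loaded, exposed to compound for 180 s, then challenged with an EC80 of dopamine; calcium flux was followed kinetically for a further 180 s.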
RXFP1 antag: blocks the human relaxin receptor RXFP1 | AID 1259400 | HEK293-RXFP1, relaxin-stimulated cAMP HTRF, 30 min; active compounds read low | activity change, negative = inhibition, % at 57.5 µM | 0.59% of 350,000 active | Q9HBX9;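 active = activity change of -60% or lower, but not beyond a set lower limit; inconclusive = change between -60% and -40%, or beyond the set limit; inactive = change above -40%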; note: % is set by controls: 0 for no effect and ±100 for the full control effect
Numbers without * were called inactive; ? = inconclusive; / = not tested or not shown; & = joins results of further samples. Cut-off read from the data, not from the text of the source, unless noted: active = activation above about 30%; inactive = the rest. An unsorted share of the library; 7.1% or so of the library scored in one or more.

SMILES	D2 PAM	D1 PAM	TRHR enhancer	D1 antag	D2 agonist	D1 agonist	TRHR agonist	D2 antagonist	RXFP1 antag
CC(=O)Nc1ccc(-c2sc(Nc3cccc4ccccc34)n[n+]2-c2ccccc2)cc1	/	-2.0	-1.7	0.9	/	1.0	-0.4	/	/
C/C(=N\Nc1cccc2cccnc12)c1ccccn1	-4.8	0.1	0.6	6.7	-5.9	0.5	-0.2	11.1	-18.6
COc1cccc(Cn2nnc(C(=O)Nc3cc(C)ccc3C)c2N)c1	11.1	-4.0	-1.3	-2.1	0.2	28.0	-0.2	/	/
Cc1nc2nc(NC(=O)c3ccc(C(C)(C)C)cc3)[nH]n2c(=O)c1C	-4.9	-0.8	1.6	-7.8	1.4	4.0	-0.5	/	3.1
NC(=O)c1cccc2c1C(=O)N(C1CCCCC1)C2	1.4	3.1	1.1	18.4	2.6	0.5	0.3	-1.9	13.9
COc1ccc(-n2c(C)c([N+](=O)[O-])c3ccc(O)c(CN(C)C)c32)cc1	6.9	0.3	1.8	9.1	1.0	3.0	-0.3	19.0	-2.1
O=C(NNC(=O)c1ccc2c(=O)n3c(nc2c1)CCC3)c1ccc(F)cc1	-7.7	-5.2	6.0	-2.5	-0.8	4.8	0.2	-7.5	-8.4
CCN(CC)C(=O)CNC(=S)N(CCCN1CCOCC1)Cc1cccs1	7.1	-0.5	0.4	8.2	-0.6	1.4	0.0	1.3	/
Cc1cc(=O)oc2c(C)c(OCC(=O)NCCCn3ccnc3)ccc12	9.9	0.0	13.6	4.9	0.3	4.7	0.3	-0.5	13.1
COc1ccc(C(=O)Nc2ccc3nc(SCc4ccc(C)cc4)sc3c2)cc1	18.5	-0.9	2.4	-20.1	2.5	1.8	0.5	/	/
CC(C)C[C@@H]1NC(=O)[C@H](Cc2ccc(O)cc2)NC(=O)c2cc([N+](=O)[O-])cc(I)c2NCCC[C@@H](C(N)=O)NC1=O	-4.7	-2.7	-13.5	-7.2	0.0	-1.5	-0.2	25.3	/
CCNc1ccc(S(=O)(=O)C(F)(F)F)cc1NC(=O)C12CCC(CC1)C2	-7.5	-0.1	-3.1	-5.7	1.1	6.7	0.9	-24.8	2.2
Cc1cc(Nc2ccccc2)nn1C(=O)c1ccc([N+](=O)[O-])cc1	-4.7	-4.1	23.9	-24.0	0.3	2.8	0.7	0.9	-4.8
COC(=O)c1ccc(N=C2SCC(=O)N2C)cc1	-7.9	-18.1	37.3*	-8.6	1.0	1.4	0.1	0.8	-5.3
COc1ccc(-c2c(C)n([O-])c3c([n+]2=O)CCC3)cc1OC	-0.8	-0.1	3.2	9.2	-1.3	1.4	0.4	3.0	0.5
CC(=O)c1cnc(-c2cccc(Cl)c2)s1	0.5	-1.8	-6.5	-1.9	-0.9	3.4	0.3	-9.8	-1.1
NC(=O)c1c(NC(=O)COC(=O)CSc2nnc(-c3ccc(Cl)cc3)o2)sc2c1CCC2	-5.4	-4.8	-2.3	-20.1	-0.7	7.1	-0.9	5.9	3.5
O=C(c1nc2ccccc2[nH]1)c1ccccc1[N+](=O)[O-]	8.8	-2.9	3.2	-3.4	-0.1	0.9	0.1	2.5	-21.5
CCCCn1c(SCc2ccccn2)nc2c1c(=O)n(C)c(=O)n2C	/	-6.3	5.4	-13.7	/	0.7	-0.5	/	0.5
CCN(CC)c1ccc(/C=N/NC(=O)C2CC2)cc1	/	-2.8	-0.5	-14.7	/	1.9	-0.6	/	-9.0
Cc1nc(Nc2ccccc2)sc1C(=O)c1ccccc1	3.0	-1.5	-2.7	-32.6*	1.2	12.8	1.4	-13.8	8.8
O=C(CN1CCOCC1)NNC(=S)Nc1ccc(Cl)cc1	5.8	0.1	0.5	7.0	2.0	1.3	1.0	-13.4	-28.6
FC(F)(F)c1cccc(OCc2noc(-c3ccsc3)n2)c1	/	-1.2	1.6	23.6	/	7.3	0.0	/	-4.4
COC(=O)c1ccccc1NC(=O)CSc1nnc(-c2ccncc2)o1	-5.1	5.6	-0.1	9.5	-0.2	1.5	-0.1	-6.9	0.5
CC(c1ccccc1)C1CC(=O)N(C2CCCCC2)C1=O (stereo not drawn)	-0.6	-3.5	1.9	-19.6	-0.6	0.9	0.2	-17.6	6.3
CCCc1cc(=O)n2[nH]cc(-c3ccc(Cl)cc3)c2n1	6.0	-8.4	11.3	-4.5	0.5	0.4	-1.4	-13.8	?
CC1CCN(S(=O)(=O)c2ccc3c(c2)N(CC(=O)NCCN(C)C)C(=O)CS3)CC1	-9.5	-0.7	-9.2	16.4	-0.3	-0.1	-0.3	/	-9.3
CC(=O)c1c(C)[nH]c(C(=O)CSc2nnc(-c3ccccc3)n2Cc2ccc3c(c2)OCO3)c1C	-20.4	-3.9	13.7	-2.9	-0.5	2.4	-0.5	14.2	2.9
Cc1sc2c(c1C)c(=O)n(-c1ccc(Cl)cc1)c(=O)n2CC(=O)c1ccccc1	2.0	0.3	5.9	0.3	-0.6	-0.7	0.7	/	-3.1
COc1cc(CCC(=O)Oc2ccc(C(C)=O)cc2)cc(OC)c1OC	7.7	0.8	-5.9	12.0	-0.1	7.6	0.2	1.5	/
CCc1ccc(-n2nnc(-c3nc(-c4ccccc4)no3)c2C)cc1	-3.5	-0.7	14.2	-9.2	0.9	5.8	0.1	/	6.5
N#Cc1ccccc1Cn1cc(C#N)c2ccccc21	0.2	-8.2	0.3	1.8	0.5	5.6	0.4	5.5	-11.2
COc1ccccc1-c1ccc(/C=C2/C=C(CC(C)C)OC2=O)o1	8.1	-1.9	-7.2	-21.9	2.7	3.9	2.2	33.5*	-8.3
CCN(CC)C1CCN(C(=O)c2cc(COc3ccc(F)cc3Cl)on2)C1 (stereo not drawn)	-2.8	-5.7	4.3	6.9	-0.2	4.6	0.1	20.9	1.0
CCN(C(=O)CSc1nc(C)nc2sc(C)c(C)c12)c1ccc(F)cc1	-7.6	-5.8	-3.9	7.9	0.3	3.1	3.7	5.3	2.6
O=C(O)CCN1C(=O)C2C3C=CC(C2C1=O)C1C(=O)N(CCC(=O)O)C(=O)C31 (stereo not drawn)	-16.5	-4.7	1.1	17.4	-0.1	4.6	0.2	-5.9	-2.1
COc1cc(/C=N/n2cnnc2)ccc1OCCOc1ccccc1	2.2	-8.2	5.0	-11.6	-0.2	7.3	-0.1	-8.7	-5.6
CCOc1nc(-c2ccccc2)ccc1-c1noc(-c2cccs2)n1	6.1	1.7	-0.3	-11.3	0.8	0.3	1.6	-7.1	-20.4
CCOC(=O)c1cccc(NC2c3ccccc3C(=O)N2Cc2ccco2)c1 (stereo not drawn)	10.3	6.9	0.1	33.2	-1.3	2.7	0.1	2.4	-0.9
CCC(=O)N1CCc2cc(Br)cc(S(=O)(=O)CCC(=O)NCCc3ccccc3)c21	17.4&6.9	1.1&1.6	-3.7&9.1	3.6&10.0	0.1&-0.1	2.8&2.8	-0.5&-0.5	-2.0	-14.7&-3.1
Cc1cc2cc(CNC(=O)c3cccc([N+](=O)[O-])c3)ccc2[nH]1	4.6	-4.0	0.6	12.7	-1.9	3.0	0.1	-25.0	2.5
O=C(Nc1ccc(F)c(Cl)c1)C1CC(=O)n2c(nc3ccccc32)N1 (stereo not drawn)	-6.0	-0.7	-4.9	-12.7	0.2	2.9	0.6	-14.0	-13.8
O=C1c2cccc3cccc(c23)C(=O)N1OS(=O)(=O)c1ccc(Br)cc1	4.2	5.2	-4.0	-1.6	0.9	0.3	0.2	6.5	-5.8
O=C(O)C1(S(=O)(=O)CCC(F)=C(F)F)CC1	-3.2	-0.2	-3.0	-16.3	0.6	3.0	-0.9	0.2	6.1
CCOc1ccc(N2CC(C(=O)Nc3ccccc3N3CCOCC3)CC2=O)cc1 (stereo not drawn)	-2.4	-0.8	-0.4	-30.4*	-0.1	5.1	-0.8	-0.7	-7.3

Structural class: those above with a Cl atom
SMILES	D2 PAM	D1 PAM	TRHR enhancer	D1 antag	D2 agonist	D1 agonist	TRHR agonist	D2 antagonist	RXFP1 antag
CC(=O)c1cnc(-c2cccc(Cl)c2)s1	0.5	-1.8	-6.5	-1.9	-0.9	3.4	0.3	-9.8	-1.1
NC(=O)c1c(NC(=O)COC(=O)CSc2nnc(-c3ccc(Cl)cc3)o2)sc2c1CCC2	-5.4	-4.8	-2.3	-20.1	-0.7	7.1	-0.9	5.9	3.5
O=C(CN1CCOCC1)NNC(=S)Nc1ccc(Cl)cc1	5.8	0.1	0.5	7.0	2.0	1.3	1.0	-13.4	-28.6
CCCc1cc(=O)n2[nH]cc(-c3ccc(Cl)cc3)c2n1	6.0	-8.4	11.3	-4.5	0.5	0.4	-1.4	-13.8	?
Cc1sc2c(c1C)c(=O)n(-c1ccc(Cl)cc1)c(=O)n2CC(=O)c1ccccc1	2.0	0.3	5.9	0.3	-0.6	-0.7	0.7	/	-3.1
CCN(CC)C1CCN(C(=O)c2cc(COc3ccc(F)cc3Cl)on2)C1 (stereo not drawn)	-2.8	-5.7	4.3	6.9	-0.2	4.6	0.1	20.9	1.0
O=C(Nc1ccc(F)c(Cl)c1)C1CC(=O)n2c(nc3ccccc32)N1 (stereo not drawn)	-6.0	-0.7	-4.9	-12.7	0.2	2.9	0.6	-14.0	-13.8

Shown in CSV form: part of the list above
Compound,D2 PAM,D1 PAM,TRHR enhancer,D1 antag,D2 agonist,D1 agonist,TRHR agonist,D2 antagonist,RXFP1 antag
Cc1cc2cc(CNC(=O)c3cccc([N+](=O)[O-])c3)ccc2[nH]1,4.6,-4.0,0.6,12.7,-1.9,3.0,0.1,-25.0,2.5
CCOc1ccc(N2CC(C(=O)Nc3ccccc3N3CCOCC3)CC2=O)cc1 (stereo not drawn),-2.4,-0.8,-0.4,-30.4*,-0.1,5.1,-0.8,-0.7,-7.3
